Apoferritin bind – binds horse apoferritin like a general anesthetic; P02791; apoferritin/1-aminoanthracene competitive binding, fluorescence; Potency, µM (titrated, usually from 77.5 µM), without a hit: at the highest dose activity change, negative = displacement, actives largely listed as inhibitors; 350,000 tested, 0.074% active; AID 485281; further: potency means the concentration at half of the fitted maximal effect; on the % scale 0 is the no-effect control and ±100 the full control effect; nearly all actives have a fitted effect of over 20% in size
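Concentration-response curves derived by four-parameter Hill fitting of normalized fluorescence, where compounds displaced 1-AMA from 10 uM horse apoferritin following a brief 10 min room-temperature incubation; propofol titration acted as positive control.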
RXFP1 antagonist – blocks the human relaxin receptor RXFP1. HEK293-RXFP1, relaxin-stimulated cAMP HTRF, 30 min; hits give low values. activity change, negative = inhibition, % at 57.5 µM. 350,000 tested, 0.59% active. AID 1259400;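 active means activity change of -60% or lower, but not beyond a set lower limit; inconclusive means change between -60% and -40%, or beyond the set limit; inactive means change above -40%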; further: on the % scale 0 is the no-effect control and ±100 the full control effect
POLB inh – blocks human DNA polymerase beta activity; P06746; Pol beta primer extension/strand displacement, fluorescence kinetic; Potency, µM (doses to about 114 µM), for inactives: at the highest dose activity change, negative = inhibition, actives largely listed as inhibitors; 340,000 tested, 1.3% active; AID 485314; further: potency means the concentration at half of the fitted maximal effect; on the % scale 0 is the no-effect control and ±100 the full control effect
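Preincubation: enzyme (10 nM) with compound, 15 min, RT. Reaction: substrate added to 50 nM final. Reads: 0 and 10 min. Analysis: normalized, Hill fit.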
Pol eta inh – blocks human DNA polymerase eta activity | recombinant Pol eta, fluorescent DNA replication assay | Potency, µM (highest dose often 114 µM), for inactives: at the top dose activity change, negative = inhibition, actives largely listed as inhibitors | 390,000 tested, 1.2% active | AID 588591; further: potency means the concentration at half of the fitted maximal effect; on the % scale 0 is the no-effect control and ±100 the full control effect
Target sequence (Q9Y253 whole entry, looked up): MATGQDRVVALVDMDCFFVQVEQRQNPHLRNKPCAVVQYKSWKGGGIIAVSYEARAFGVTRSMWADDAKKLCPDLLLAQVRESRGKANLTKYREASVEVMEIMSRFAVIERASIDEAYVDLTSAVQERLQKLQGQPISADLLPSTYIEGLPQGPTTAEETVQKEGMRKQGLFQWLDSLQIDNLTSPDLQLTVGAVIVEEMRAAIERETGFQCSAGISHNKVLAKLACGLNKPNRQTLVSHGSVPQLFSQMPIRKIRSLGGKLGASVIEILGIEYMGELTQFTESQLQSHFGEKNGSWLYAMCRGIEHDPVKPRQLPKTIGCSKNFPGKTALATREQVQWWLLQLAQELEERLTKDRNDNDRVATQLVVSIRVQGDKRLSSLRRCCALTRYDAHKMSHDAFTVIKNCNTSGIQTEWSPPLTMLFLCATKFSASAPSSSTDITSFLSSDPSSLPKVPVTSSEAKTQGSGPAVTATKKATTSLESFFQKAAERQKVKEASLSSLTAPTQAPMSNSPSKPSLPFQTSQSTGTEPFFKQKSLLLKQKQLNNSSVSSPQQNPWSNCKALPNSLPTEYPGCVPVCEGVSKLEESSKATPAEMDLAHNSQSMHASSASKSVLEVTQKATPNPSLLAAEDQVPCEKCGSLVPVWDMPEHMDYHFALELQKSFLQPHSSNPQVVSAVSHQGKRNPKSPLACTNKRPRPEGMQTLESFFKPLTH
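Pol eta at 10 nM preincubated with compounds 15 min at room temperature; reaction started with fluorescent substrate (50 nM final) and read kinetically at 0 and 10 min.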
APE1 inh – APE1 (human) endonuclease inhibition. recombinant APE1, TAMRA/BHQ-2 abasic DNA cleavage fluorescence. 350,000 tested, 0.35% active. P27695. Potency, µM (doses to about 65.8 µM), for the others: top-dose activity change, negative = inhibition, most hits filed as inhibitors;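 further: potency means the concentration at half of the fitted maximal effect; plate controls were vehicle for no effect and reference inhibitor for full effect; nearly all actives have a fitted effect of over 55% in size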
Target sequence (P27695 whole entry, looked up): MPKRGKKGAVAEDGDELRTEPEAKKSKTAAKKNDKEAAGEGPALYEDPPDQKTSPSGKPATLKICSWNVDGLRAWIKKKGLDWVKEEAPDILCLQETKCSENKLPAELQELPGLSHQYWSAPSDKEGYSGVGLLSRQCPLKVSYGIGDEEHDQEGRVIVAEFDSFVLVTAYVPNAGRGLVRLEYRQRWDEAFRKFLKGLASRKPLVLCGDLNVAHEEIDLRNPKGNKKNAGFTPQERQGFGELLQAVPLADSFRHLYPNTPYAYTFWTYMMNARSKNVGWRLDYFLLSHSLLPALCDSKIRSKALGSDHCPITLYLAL
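0.75 nM APE1 + cpd, 15 min RT; start w/ 50 nM TAMRA/BHQ-2 THF-abasic dsDNA; kinetic fluor 525/598 nm ×3 reads @60 s; Δ(read3−read1); normalized to DMSO and NSC13755 control wells.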
PGK inhibitor – T. brucei PGK inhibition; PGK/GAPDH coupled, Kinase-Glo luminescence, 60 min; AID 602233; P07378; 380,000 tested, 0.043% active; Potency, µM (highest dose often 57.5 µM), without a hit: top-dose activity change, negative = inhibition, usual class: inhibitors; further: potency means the concentration at half of the fitted maximal effect; on the % scale 0 is the no-effect control and ±100 the full control effect; nearly all actives have a fitted effect of over 60% in size
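Luminescent ATP detection (Kinase-Glo Plus) follows a 60-minute room-temperature incubation, with wells lacking PGK as controls. Buffer: 100 mM TEA (pH 7.6), 5 mM MgCl2, 0.01% Tween-20. Coupling enzyme GAPDH (100 nM final) supplies unstable 1,3-BPG in-well.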
BLM inh – blocks DNA unwinding by human BLM helicase; P54132; recombinant BLM DNA unwinding, fluorescence dequenching; Potency, µM (series often up to 56.1 µM), for inactives: top-dose activity change, negative = inhibition, actives largely listed as inhibitors; 350,000 tested, 0.2% active; AID 2528;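 further: potency means the concentration at half of the fitted maximal effect; plate controls were vehicle for no effect and no enzyme for full effect; nearly all actives have a fitted effect of over 35% in size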
Pol iota inh – blocks human DNA polymerase iota activity | Q9UNA4 | Pol iota fluorescent replication assay, 10 min | Potency, µM (titrated, usually from 115 µM), for the others: at the top dose activity, negative = inhibition, hits mostly inhibitors | 390,000 tested, 1% active; further: potency means the concentration at half of the fitted maximal effect
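Pol iota at 10 nM preincubated 15 min with compounds at room temperature; reaction started with fluorescent substrate, 50 nM final. Fluorescence read kinetically at 0 and 10 min; buffer-only wells as negative control.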
Pol kappa inh – inhibitors of human DNA polymerase kappa | 400,000 tested, 0.53% active | Potency, µM (doses to about 107 µM), for the others: at the top dose activity, negative = inhibition, usual class: inhibitors | purified Pol kappa, fluorescent DNA synthesis assay, 10 min; further: potency means the concentration at half of the fitted maximal effect; on the % scale 0 is the no-effect control and ±100 the full control effect
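Kinetic fluorescence screen: compound preincubated 15 min RT with 10 nM enzyme; 50 nM substrate (final) initiates; reads at 0/10 min.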
* hit, by the source's call; i = inactive; ? = inconclusive; . = no result given; & = joins results of further samples; [ ] = dose if it differs, or a comment. Unless noted, the call rests on the fitted dose curve; in most records, active means well fitted curve in the direction sought with a large enough effect; inconclusive means small, poorly fitted or top-dose-only effect, or another doubt; inactive means no such curve, though single readings can be large; an effect the other way counts as inactive or inconclusive. An excerpt (hit frequency here may not be typical).

SMILES	Apoferritin bind	RXFP1 antagonist	POLB inh	Pol eta inh	APE1 inh	PGK inhibitor	BLM inh	Pol iota inh	Pol kappa inh
Cc1cn(C(=O)CN2C(=O)c3ccccc3C2=O)c(C)n1	1%	-5	2%	0%	19%	1%	-2%	52%[activator]	-18%
COC(=O)c1cc(-c2cccc([N+](=O)[O-])c2)c2c(=O)[nH]c(=O)n(C)c2n1	-10%	-9	26%	-9%	25%	i	-6%	13%	9%
Cc1occc1-c1nnc(SCc2nnc(-c3ccc(Cl)cc3)o2)n1C	-23%	-2	1%	-13%	1%	-8%	2%	-17%	-6%
COc1cc(NC(=O)c2ccc3oc(=O)c(S(=O)(=O)c4ccccc4)cc3c2)cc(OC)c1	-4%	.	21%	-12%	.	-1%	-7%	21%	-6%
O=C(C1=C[C@H](c2csc3ccccc23)C[C@H](OCc2ccc(CO)cc2)O1)N1CCOCC1	-9%	.	9%	-5%	0%	-12%	-6%	-1%	-6%
CCN1CCN(c2ccc(NC(=O)c3ccc4c(c3)OCCO4)cc2C)CC1	.	-14	.	-17%	16%	-5%	.	21%	3%
Cc1c(Br)cc(C(=O)O)c(C)c1C	0%	-5	-9%	-9%	0%	6%	-1%	18%	-7%
CCn1c(SCC(=O)c2cccs2)nnc1-c1cccs1	-23%	-7	54%	-6%	8%	i	-4%	2%	-3%
CCOc1ccc(C(=O)NCC(c2ccc3c(c2)OCO3)N2CCN(c3ccccc3F)CC2)cc1 (stereo not given)	1%	-20	-1%	-24%	.	i	0%	6%	-4%[60.1 µM]
COc1ccc(Cn2c(=O)[nH]c3cc(C(=O)NC4CCN(Cc5ccccc5)CC4)ccc32)cc1	-14%	-3	0%	-11%	-3%	-3%	1%	17%	5%
CC1CCc2nn(CC(=O)NCCCN3CCCC3=O)cc2C1 (stereo not given)	-6%	10	27%	-14%	-5%	0%	3%	13%	0%
Cc1ccc(S(=O)(=O)N(Cc2n[nH]c(=S)n2-c2ccccc2)c2ccccc2)cc1	7%	1	44%	-18%	16%	-6%	0%	44%[activator]	-3%
CCc1nc2cccnc2n1-c1ccc(C(=O)O)cc1	0%	9	?	20µM*	9%	-7%	2%	25µM*	-69%
Cc1nc(SCC(=O)Nc2cccc(C(=O)O)c2)n[nH]1	-8%	-2	1%	-4%	1%	-12%	3%	2%	0%
Cc1cc(C)nc(N/N=C/c2ccccc2)n1	-11%	-1	30%	-4%	-6%	-12%	-1%	-5%	-11%
COCCNc1cc(C)c(C#N)c2nc3ccccc3n12	621%[activator]	4	35%[activator]	0%	-9%	-7%	-10%	-1%	-3%
CCN(CC)CCNCC(O)(c1ccc(Cl)cc1)c1ccc(Cl)cc1	-13%	-23	-1%	-6%	0%	-2%	4%	3%	3%
CCc1ccc(NC(=O)c2ccc(F)c(S(=O)(=O)N3CCC(C)CC3)c2)cc1	51%[activator]	-13	3%	-8%	.	5%	-5%	-4%	-7%[60.1 µM]
CCc1ccccc1NC(=O)CSc1ncc(S(=O)(=O)c2ccc(C(C)C)cc2)c(N)n1	-11%	-1	0%	-15%	.	18%	-1%	?	-12%[60.1 µM]
CCOC(=O)c1cc(NC(=O)N(CC)CC)c(C)nc1C	-2%	-5	4%	-5%	-14%	-8%	-2%	18%	-7%
COc1ccc(-c2cc3c(=O)n(CC(=O)Nc4ccc(Cl)cc4)ncn3n2)cc1	-5%	9	13%	-15%	34%	0%	2%	21%	5%
Cn1c(CCNC(=O)c2ccco2)nc2cc(NC(=O)NC3CCCCC3)ccc21	-11%	9	-22%	-12%	-6%	-1%	-2%	0%	0%
Cc1cc(C)cc(OCC(=O)N/N=C/c2ccc([N+](=O)[O-])o2)c1	?	-9	15%	-17%	12%	5%	-7%	101%[activator]	-1%
COCCNC(=O)c1cc(-c2ccccc2)nn1CC1CC(c2cccc([N+](=O)[O-])c2)=NO1 (stereo not given)	.	.	.	4%	.	-1%	.	-8%	-3%
N#CCCn1c(=S)[nH]c2ccccc21	2%	-5	-11%	15%	10%	-7%	-2%	20%	-9%
Next part:
SMILES	Apoferritin bind	RXFP1 antagonist	POLB inh	Pol eta inh	APE1 inh	PGK inhibitor	BLM inh	Pol iota inh	Pol kappa inh
COc1ccc(CCN(CC(=O)NC2CCCC2)C(=O)Cn2nnc(-c3ccc(C)o3)n2)cc1OC	-11%	-10	-1%	-17%	-9%	5%	-4%	77%[activator]	-6%
COCCOC(=O)c1c(C)oc2ccc(NS(=O)(=O)c3ccccc3)cc12	-20%	19	-6%	-11%	-3%	-3%[11.5 µM]	-2%	10%	-15%
C=C(C)c1cccc(C(C)(C)NC(=O)NC2CC(C)(C)NC(C)(C)C2)c1	-10%	-5	2%	-15%	-7%	0%	1%	3%	5%[60.1 µM]
O=c1nc2ccc(Cl)cn2c2ccc(S(=O)(=O)N3CCOCC3)cc12	136%[activator]	3	26%	-3%	-8%	i	-13%	26%	-13%
CCOC(=O)/C(C#N)=C/c1cc2ccccc2nc1N1CCCCC1	-19%	-2	1%	?	-1%	-7%	-14%	-5%	-10%
CC1Cc2c([nH]c3ccccc23)C2c3ccccc3CN12 (stereo not given)	4%	-18	2%	-19%	51%[activator]	-8%	0%	148%[activator]	-5%
CCOC(=O)N1CCN(C(=O)CSc2nc(=O)n3ccc(C)cc3n2)CC1	.	-3	.	-7%	11%	-5%	.	25%	-14%
CCOC(=O)/C(C#N)=C/c1c(Oc2cccc(C)c2)nc2ccccn2c1=O	-9%	1	20%	-14%	-2%	0%	-2%	57%[activator]	2%
COC(=O)c1ccc(/C=C/C(=O)OCC(=O)Nc2ncc(Cl)cc2Cl)cc1	.	9	.	-9%	-5%	-10%	.	46%[activator]	7%
COc1cc(OC)c2c(c1)OC(=O)CC2c1ccc2c(c1)OCO2 (stereo not given)	-6%[110 µM]	.	.	-14%	?	-8%	-11%[75.6 µM]	-5%	-3%&-24%
CC(=O)c1ccc(S(=O)(=O)N2CCC3(CC2)CC(=O)c2ccccc2O3)cc1	.	-5	.	3%	14%	-2%	.	7%	-16%
COCCCn1c(SCC(=O)NC(C)(C)C)nnc1-c1cccs1	6%	-21	-4%	-7%	-5%	-7%	-4%	-18%	4%
CC(C)(C)NC(=O)COC(=O)c1ccccc1OCC(=O)Nc1ccc(Br)cc1	-11%	2	5%[57.1 µM]	-15%	-1%	i	7%	27%	-3%
COc1ccc(NC(=S)N2c3ccccc3CC2C)cc1OC (stereo not given)	-6%	-2	?	1%	8%	i	1%	20%	-3%
C/C(=N\NC(=O)c1nn(C)c(C)c1Br)c1cccc(NC(=O)c2ccoc2C)c1	-4%	.	-1%	-18%	1%	1%	-6%	23%	-12%
COc1cc(/C=C2\C(=N)N3N=C(N4CCOCC4)SC3=NC2=O)ccc1OC(=O)c1ccccc1	?	5	-9%	-24%	-18%	-1%	-4%	?	-41%
Cn1cc(C(=O)OCC2CCN(CCNS(C)(=O)=O)CC2)c2ccccc21	.	.	-11%[57.1 µM]	1%[57.1 µM]	2%&17%	i	13%	-6%[58.9 µM]	5%[60.1 µM]
CCOC(=O)c1nc(C)n(-c2ccc(Cl)cc2)n1	4%	-4	0%	-10%	-2%	-8%	-1%	157%[activator]	-14%
COc1ccc(C(=O)OCC(=O)Nc2ccc3c(c2)OCO3)cc1S(=O)(=O)N1CCOCC1	.	-6	.	-6%	0%	7%	.	102%[activator]	0%
CCOc1ccc(N(CC(=O)Nc2cccc(Cl)c2)S(=O)(=O)c2c(C)noc2C)cc1	52%[activator]	.	-30%	-19%	?	5%	-14%	-4%	-22%
COc1ccccc1-n1c(SCC(=O)NC2CCS(=O)(=O)C2)nc2ccccc2c1=O (stereo not given)	.	13	.	-5%	6%	-4%	.	-15%	-4%
Cc1ccc(S(=O)(=O)Nc2c(NC3CCCCC3)c3ccccc3oc2=O)cc1C	-13%	6	16%	-19%	-3%	0%	2%	44%[activator]	-4%
Cc1ccc(NC(=O)CN2C(=O)c3ccccc3S2(=O)=O)c(C)c1	-10%	-10	33%	-4%	29%	-4%	-4%	-23%	-8%
Nc1cccc(CN2CCCC2)c1	-4%	2	23%	-13%	13%	0%	-8%	31%	4%
CCOc1ccc(NC(=O)CC2C(=O)N(c3ccccc3)C(=O)N2CCOC)cc1 (stereo not given)	1%	-4	-4%	-7%	5%	-6%	4%	-15%	12%
The listing continues:
SMILES	Apoferritin bind	RXFP1 antagonist	POLB inh	Pol eta inh	APE1 inh	PGK inhibitor	BLM inh	Pol iota inh	Pol kappa inh
COc1ccc(S(=O)(=O)Nc2cc3c4c(c2)CCC(=O)N4CCC3)cc1	.	2	.	-20%	7%	2%	.	-3%	-3%
Cc1ccccc1Nc1nnc(SCC(=O)NCc2ccco2)s1	-14%	-16	-96%	?	?	-1%	-21%	?	?
CC1(C)Cc2ccccc2-c2nc3n(c(=O)c21)CCCS3	-13%	-39	-11%	-5%	-1%	-12%	0%	-6%	-8%
Cc1nn(Cc2ccc(F)cc2)c(C)c1NC(=O)c1cnn2c1NC(c1cccs1)CC2C(F)(F)F (stereo not given)	-20%	-29	-13%	-14%	8%	7%	-15%	14%	-9%
COc1cccc(CNC(=O)c2nnn(CC(=O)Nc3cc(Cl)ccc3C)c2N)c1	-16%&-7%	-1&4	?	-18%&-19%	58%[activator]	5%&-10%	-8%&-10%	50µM*	-24%&-10%
CC(=O)C(Sc1nc(-c2ccc(F)cc2)nc2c1c(=O)n(C)c(=O)n2C)C(C)=O	-5%	.	29%	.	3%	.	-3%	.	.
CCN1C(=O)C(CC(=O)Nc2ccc(OC)cc2)N(Cc2ccc3c(c2)OCO3)C1=S (stereo not given)	-10%	-4	12%	-24%	8%	-9%	-11%	16%	-5%
CCOC(=O)CNS(=O)(=O)c1ccc(S(=O)(=O)N2CCCC2)cc1	4%	6	-3%	-9%	-2%	2%	0%	16%	0%
COc1ccc(-c2csc(=Nc3ccccc3)n2CCO)cc1	-9%	-4	2%	-22%	-1%	-1%	-4%	18%	-2%

Compound activity (PubChem BioAssay)
